Bioassay records: PubChem, several laboratories
Diaph inh CS: diaphorase inhibitors and chemical oxidizers, primary screen, counter-screen for diaphorase-coupled primary assays, biochemical, uHTS, resorufin fluorescence. AID 1217, 2008. diaphorase resazurin-to-resorufin fluorescence, NADH, 16 min; bacterial (C. kluyveri) enzyme, not human. inhibition, % at 20 µM. 0.69% of 190,000 active;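 active = primary screen inhibition at 20 µM above a set limit, cut at about 50% in these data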;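 also: plate controls were DMSO with full reaction for no effect and wells lacking NADH for full effect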
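System: Bacterial diaphorase enzyme (C. kluyveri) | Incubation: 16-min room-temperature incubation before reading | Benchmarks: No-NADH positive control and DMSO neutral control | Measured by: Resorufin fluorescence 544/590 nm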
PMI act: activators of human PMI, primary screen, biochemical, fluorescence intensity, near-Km mannose 6-phosphate; purified human PMI, coupled resazurin fluorescence, 20 min; hits give high values; 1 = vehicle control, 0 substrate-free wells; activation factor at 20 µM; 0.005% of 190,000 active;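 active = activation factor of 2 or more at 20 µM, relative to plate controls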
Target sequence (P34949 whole entry, looked up): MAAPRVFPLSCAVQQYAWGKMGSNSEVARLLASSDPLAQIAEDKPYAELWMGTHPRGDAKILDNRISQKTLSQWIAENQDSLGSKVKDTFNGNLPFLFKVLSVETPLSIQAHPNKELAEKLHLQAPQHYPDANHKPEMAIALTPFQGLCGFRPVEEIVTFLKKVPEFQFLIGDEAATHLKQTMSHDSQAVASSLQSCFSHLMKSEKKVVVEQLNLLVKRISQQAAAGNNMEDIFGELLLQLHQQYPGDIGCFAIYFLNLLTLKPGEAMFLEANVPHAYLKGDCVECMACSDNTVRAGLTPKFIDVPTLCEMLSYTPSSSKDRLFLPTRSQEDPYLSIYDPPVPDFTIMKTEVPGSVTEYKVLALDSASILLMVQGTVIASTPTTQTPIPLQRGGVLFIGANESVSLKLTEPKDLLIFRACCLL
Diaph act CS: compounds boosting diaphorase resazurin reduction – biochemical, uHTS, resorufin fluorescence, counter-screen for diaphorase-coupled primary assays, primary screen; Diaphorase/resazurin coupled assay, 16 min; hits give high values; 1 = vehicle wells, 0 = NADH-free wells; activation factor at 20 µM; 0.005% of 190,000 active;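 active = diaphorase activity raised at least twofold by the compound at 20 µM; inactive = activation factor below 2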
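Material: purified diaphorase enzyme from Clostridium kluyveri / Medium: HEPES pH 7.4 buffer with MgCl2 and Tween 20 / Schedule: enzyme reaction of 16 min at room temperature / Measured by: resorufin fluorescence, excitation 544 nm, emission 590 nm / Evaluation: rise in resorufin formation, marking diaphorase activation or chemical reduction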
Efa HMGR inh: inhibitors of E. faecalis class II HMGR, primary screen, biochemical, Enterococcus faecalis. HMG-CoA reductase (Enterococcus faecalis, mvaE). purified E. faecalis HMGR, NADPH absorbance 340 nm kinetic. inhibition, % at 10 µM. 0.41% of 190,000 active;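 active = inhibition above a set limit, the median over all tested compounds plus 3 SD, cut at about 9.5% in these data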;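 also: enzyme runs in reverse so mevalonate oxidation gives rising NADPH absorbance; 0% = complete reaction with DMSO and 100% = background rate lacking mevalonate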
FLuc act counter: FLuc activators, initial screening, artefact control for FLuc-dependent activation tests, biochemical, ATPlite luminescence. Luciferin 4-monooxygenase (Photinus pyralis), P08659. ATPlite luciferase biochemical, 10 min; 0 = ATP-free wells, 1 = DMSO control. activation factor at 10 µM. 200,000 tested, under 10 active;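 active = luciferase activation factor, scaled between plate controls, of at least 2 with compound at 10 µM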
Target sequence (P08659 whole entry, looked up): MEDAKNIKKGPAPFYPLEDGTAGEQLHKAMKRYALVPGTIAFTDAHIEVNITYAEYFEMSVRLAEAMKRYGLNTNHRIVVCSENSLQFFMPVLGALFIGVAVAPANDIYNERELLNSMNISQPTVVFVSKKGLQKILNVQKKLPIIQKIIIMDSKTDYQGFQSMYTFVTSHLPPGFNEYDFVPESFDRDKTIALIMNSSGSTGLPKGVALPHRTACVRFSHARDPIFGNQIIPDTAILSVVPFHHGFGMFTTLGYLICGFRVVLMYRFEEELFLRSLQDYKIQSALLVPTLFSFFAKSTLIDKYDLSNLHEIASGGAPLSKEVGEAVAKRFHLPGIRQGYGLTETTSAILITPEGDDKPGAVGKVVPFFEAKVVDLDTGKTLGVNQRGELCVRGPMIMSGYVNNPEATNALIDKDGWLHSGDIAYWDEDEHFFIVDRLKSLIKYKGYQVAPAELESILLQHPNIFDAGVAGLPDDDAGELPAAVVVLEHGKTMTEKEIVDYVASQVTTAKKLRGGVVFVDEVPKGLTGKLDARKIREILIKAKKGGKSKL
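Material: luciferase plus luciferin reagent, cell-free. Medium: PBS buffer for ATP. Also added: ATP substrate, dispensed from a 10.24 µM working solution in PBS. Doses: test compounds dosed from 2 mM stocks in 100% DMSO. Incubation: 10 min post-reagent at room temperature. Technique: light output (luminescence). Read-out basis: luminescence gain marking luciferase activators.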
TNAP inh hiacc: human TNAP enzyme inhibitors, primary screen, biochemical, luminescent, high phosphate acceptor level, uHTS; Alkaline phosphatase, tissue-nonspecific isozyme (Homo sapiens), P05186; purified TNAP, CDP-star luminescence, 1 M DEA; inhibition, % at 20 µM; 0.03% of 200,000 active; AID 1135, 2008;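 active = over 50% inhibition of tissue-nonspecific alkaline phosphatase at 20 µM in the single-dose screen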;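 also: plate controls were DMSO wells for no effect and EDTA-quenched wells as full inhibition for full effect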
G6PDH CS: L. mesenteroides G6PDH inhibitors, counter-screen for G6PDH-coupled screening assays, biochemical, Leuconostoc mesenteroides enzyme. Purified L. mesenteroides G6PDH, diaphorase/resazurin coupled fluorescence, 45 min. inhibition, % at 5 µM. 0.12% of 200,000 active. glucose-6-phosphate dehydrogenase [Leuconostoc mesenteroides]; in the data active = inhibition above about 50%
PMI act hi M6P: human PMI activators, high substrate, primary screen, biochemical, fluorescence intensity, near-saturating mannose 6-phosphate | Mannose-6-phosphate isomerase (Homo sapiens), P34949 | activation factor at 20 µM | AID 1216, 2008 | 0.34% of 190,000 active | coupled PMI enzyme assay, resazurin fluorescence, 20 min; hits give high values; 1 = untreated enzyme, 0 = substrate-free blank;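 active = activation factor of 2 or more at 20 µM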
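Test system: Human PMI in coupled enzyme assay | Input: 15 ng/mL PMI | Medium: HEPES-buffered pH 7.4 with magnesium and detergent | Compound: One concentration, 20 µM, in 1% DMSO | Incubation: Enzyme reaction with compound 20 min at room temperature | Detection: Diaphorase-driven resazurin-to-resorufin fluorescence, excitation 544, emission 590 nm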
TNAP inh noacc: human TNAP enzyme inhibitors, primary screen, biochemical, luminescent, no phosphate acceptor, uHTS. Alkaline phosphatase, tissue-nonspecific isozyme (Homo sapiens), P05186. purified TNAP, CDP-star luminescence, 30 min. inhibition, % at 20 µM. 0.26% of 200,000 active. AID 1012, 2008;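 active = tissue-nonspecific alkaline phosphatase inhibition above about 50% at 20 µM in the single-dose screen, limit read from the data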;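 also: 0% = DMSO negative control and 100% = EDTA positive control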
TNAP act hiacc: TNAP activators at high phosphate acceptor level, primary screen, biochemical, luminescence, uHTS. Alkaline phosphatase, tissue-nonspecific isozyme (Homo sapiens), P05186. purified TNAP, CDP-star luminescence, 1 M DEA, 30 min; hits give high values; 0 = EDTA background, 1 = DMSO-only activity. activation factor at 20 µM. 200,000 tested, under 10 active;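 active = activation factor at least 2 at 20 µM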
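Measured by: Luminescent substrate turnover signal | Test system: Human TNAP | Input: TNAP 1/800 final | Dosing: 20 µM single point | Schedule: 30 min, room temperature | Controls: EDTA wells as negative control, DMSO wells as positive control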
The depositor's hits bear a star.

SMILES | Diaph inh CS | PMI act | Diaph act CS | Efa HMGR inh | FLuc act counter | TNAP inh hiacc | G6PDH CS | PMI act hi M6P | TNAP inh noacc | TNAP act hiacc
Cc1cc(NC(=S)N(CCN2CCCCC2)Cc2ccco2)ccc1Cl | -10.5 | 1 | 1.1 | -3.9 | 1.1 | -2.2 | 4.8 | 1.1 | -9.2 | 1
CCOc1ccc(C(=O)NCC(=O)OCC(=O)N2CCCCC2)cc1 | 4.8 | 1 | 1 | -0.5 | 1 | -4.1 | -1.4 | 1 | -11.6 | 1
Cc1ccc(CSc2nnc([C@@H]3CCCN3)o2)cc1 | 9.1 | 1.1 | 0.9 | -2.5 | 1.1 | -8.9 | 4.3 | 1.1 | -4.1 | 1.1
COc1cccc(-c2nnc(SCC(=O)OC(C)C)n2N)c1 | 14.6 | 1.1 | 0.9 | -4.9 | 1.1 | -8.0 | 12.0 | 1.2 | -1.2 | 1.1
CN(C)C(=S)c1ccc2ccccc2n1 | 11.6 | 1 | 0.9 | -0.7 | 1.1 | -4.8 | -7.7 | 1 | -10.4 | 1
O=C1[C@@H]2[C@@H]3C[C@@H]([C@H]4ON=C(c5ccc(OCc6ccccc6)cc5)[C@@H]34)[C@@H]2C(=O)N1c1ccc2c(c1)OCO2 | 19.6 | 0.9 | 0.8 | -4.2 | 1.1 | -1.2 | -4.3 | 0.9 | 6.7 | 1
CCC(=O)n1nc(-c2ccco2)nc1N | 6.8 | 1.1 | 0.9 | -8.4 | 1.1 | -3.3 | 5.8 | 1 | 1.5 | 1
Cn1ccnc1SCC(=O)Nc1cccc([N+](=O)[O-])c1 | 8.2 | 1 | 0.9 | -2.2 | 1 | -3.3 | 2.0 | 1.1 | -9.5 | 1
COc1ccc(NC(=O)c2ccc(-n3c(C)ccc3C)cc2)c(OC)c1 | 8.9 | 1.1 | 0.9 | 0.3 | 1 | -3.9 | -5.4 | 1 | -8.1 | 1
O=C(O)CCN=Cc1c(O)c2ccccc2oc1=O | 1.7 | 0.9 | 1 | -2.9 | 1 | -3.9 | 1.0 | 1 | -3.2 | 1

Shown with two lines to a compound: 4 of the compounds above
The line under a structure holds: Diaph inh CS	PMI act	Diaph act CS	Efa HMGR inh	FLuc act counter	TNAP inh hiacc	G6PDH CS	PMI act hi M6P	TNAP inh noacc	TNAP act hiacc
Cc1cc(NC(=S)N(CCN2CCCCC2)Cc2ccco2)ccc1Cl
    -10.5	1	1.1	-3.9	1.1	-2.2	4.8	1.1	-9.2	1
O=C(O)CCN=Cc1c(O)c2ccccc2oc1=O
    1.7	0.9	1	-2.9	1	-3.9	1.0	1	-3.2	1
O=C1[C@@H]2[C@@H]3C[C@@H]([C@H]4ON=C(c5ccc(OCc6ccccc6)cc5)[C@@H]34)[C@@H]2C(=O)N1c1ccc2c(c1)OCO2
    19.6	0.9	0.8	-4.2	1.1	-1.2	-4.3	0.9	6.7	1
COc1cccc(-c2nnc(SCC(=O)OC(C)C)n2N)c1
    14.6	1.1	0.9	-4.9	1.1	-8.0	12.0	1.2	-1.2	1.1

Following part:
SMILES | Diaph inh CS | PMI act | Diaph act CS | Efa HMGR inh | FLuc act counter | TNAP inh hiacc | G6PDH CS | PMI act hi M6P | TNAP inh noacc | TNAP act hiacc
O=S(=O)(Nc1ccc(-c2csc(-c3ccccc3)n2)cc1)c1ccccc1 | 15.6 | 0.8 | 0.8 | 2.9 | 1.1 | 0.0 | 8.1 | 0.9 | -19.5 | 1
CC1(C)CC(=O)C2=C(C1)N=C1SCCC(=O)N1C2c1ccc(C(F)(F)F)cc1 (stereo not drawn) | 11.5 | 0.9 | 0.9 | 0.8 | 1 | 4.2 | 10.7 | 0.9 | -2.3 | 1
CCCC(=O)c1cc(F)c(N2CCN(S(=O)(=O)c3ccccc3)CC2)cc1C | 14.0 | 0.8 | 0.9 | -0.1 | 1 | -3.8 | -3.2 | 0.9 | -6.2 | 1
NC(=O)NC(=O)CSc1nc2sc(-c3ccccc3)cc2c(=O)n1-c1ccccc1 | 30.6 | 0.9 | 0.7 | 5.3 | 1.1 | -7.8 | 2.2 | 1 | -3.9 | 1.1
Cc1ccc(NC(=O)c2ccc(S(=O)(=O)NCC3CCCO3)cc2)cc1C (stereo not drawn) | -14.7 | 1 | 1.1 | -4.5 | 1 | -6.0 | 18.2 | 1 | -4.0 | 1.1
CC1CCCCN1C(=O)c1ccc(C(=O)N2CCCCC2C)cc1 (stereo not drawn) | 15.9 | 0.9 | 0.8 | -3.4 | 1.1 | -10.6 | 3.8 | 0.9 | -20.3 | 1.1
O=C(COC(=O)/C=C/c1ccccc1Cl)NCc1ccco1 | 2.4 | 1.1 | 1 | -5.6 | 1.1 | -3.2 | 10.7 | 1.1 | -10.6 | 1
CN(CC(=O)N1CCN(c2ccccn2)CC1)S(=O)(=O)c1ccc(Br)cc1 | 16.6 | 0.9 | 0.8 | 1.3 | 1 | -1.5 | -2.9 | 1 | -9.0 | 1
CCN(CC(=O)N1CCc2ccccc2C1)S(=O)(=O)c1ccc2ccccc2c1 | 23.3 | 1 | 0.8 | -2.7 | 1.1 | -4.0 | 0.3 | 0.9 | -17.2 | 1
CCN(CC)CCNC(=O)/C(=C\c1cccn1C)NC(=O)c1cccs1 | 11.0 | 0.9 | 0.9 | -6.6 | 1 | 5.2 | -0.9 | 0.9 | -12.4 | 0.9
COc1ncccc1-c1nnn(-c2ccc(C)cc2)n1 | 8.4 | 1 | 0.9 | -0.9 | 0.3 | -7.5 | -1.3 | 1 | -10.5 | 1.1
COc1ccc(/C(N)=N/OC(=O)CSc2ccc(C)cc2)cc1 | 19.5 | 0.9 | 0.8 | -6.3 | 1 | -5.3 | 0.0 | 0.9 | -22.0 | 1.1
CCOC(=O)C(=O)c1c(-c2ccc(C)cc2)nc2ccccn12 | -1.3 | 1.2 | 1 | -3.5 | 1 | 0.4 | -1.8 | 1.1 | -2.6 | 1
O=C(COC(=O)Cc1ccc(Cl)cc1)Nc1cc(S(=O)(=O)N2CCOCC2)ccc1N1CCCC1 | 28.4 | 0.9 | 0.7 | 0.1 | 1 | -1.4 | 1.9 | 0.9 | -4.9 | 1
O=C(CSc1ccc(Cl)cc1)N1CCN(c2c(Cl)cccc2[N+](=O)[O-])CC1 | 26.3 | 0.7 | 0.7 | -0.6 | 1 | 2.9 | -1.7 | 0.7 | -5.4 | 1
CCCCNC(=O)c1ccc2c(=O)n(CCCOCC)c(=S)[nH]c2c1 | 2.3 | 1 | 1 | -5.5 | 1 | -0.8 | -2.1 | 1.1 | -7.9 | 1
Cc1c(Cl)cnc(NC(=O)COC(=O)c2cc3c(s2)CCC(C)C3)c1Cl (stereo not drawn) | 9.5 | 0.9 | 0.9 | -0.1 | 1 | 5.4 | -48.1 | 0.9 | -5.8 | 0.9
CCCn1c(SCC(=O)NCc2ccccc2)n[nH]c1=O | 2.7 | 1.1 | 1 | -1.4 | 1 | -1.3 | -1.7 | 1 | -5.7 | 1
CCn1cc(C(=O)NCCCN2CCN(C)CC2)c(=O)c2cc(S(=O)(=O)N3CCc4ccccc4C3)ccc21 | 8.6 | 1 | 0.9 | 3.8 | 1 | -3.8 | -0.7 | 1 | -6.6 | 1
Cc1cc(N2CCCN(C)CC2)nc2cc(Cl)ccc12 | 4.7 | 1 | 1 | -8.8 | 1.1 | -4.1 | -0.9 | 1 | -8.3 | 1
Cc1ccc(Cn2c(-c3nonc3N)nc3ccccc32)cc1 | 14.6 | 1 | 0.9 | 1.8 | 1.1 | -2.4 | 2.4 | 1 | -8.3 | 1
Cc1ccc(C(=O)Nc2cc(Cl)ccc2N2CCCCC2)s1 | 15.4 | 0.9 | 0.8 | -4.2 | 1 | -0.7 | 3.0 | 0.9 | -3.5 | 1
O=C(CSc1nnc(NC(=O)c2ccco2)s1)NC1CCCC1 | 10.3 | 1.1 | 0.9 | 6.2 | 0.9 | -0.2 | 1.5 | 0.9 | -6.0 | 1
Cc1nc(NNC(=O)c2ccc([N+](=O)[O-])cc2)cc(-c2ccccc2)n1 | 14.3 | 0.8 | 0.9 | 0.8 | 1 | 6.8 | 11.6 | 0.9 | -2.6 | 0.9
O=c1cc(NCCCO)c2ccccc2o1 | -9.1 | 1.1 | 1.1 | -5.0 | 1 | -4.5 | 6.0 | 1.1 | -8.0 | 1
Cc1c(NC(=S)N/N=C\c2ccccc2O)c(=O)n(-c2ccccc2)n1C | 4.5 | 1.1 | 1 | 1.0 | 1 | 4.6 | 11.3 | 1.3 | -158.6 | 1
O=C1CCN(S(=O)(=O)c2ccccc2)N1 | 0.5 | 1.3 | 1 | -0.4 | 1.1 | -0.2 | 19.2 | 1.3 | -1.6 | 1
Cc1c(N=N/C(C(=O)Nc2ccccc2)=C(/O)c2ccccc2)c(=O)n(-c2ccccc2)n1C | 11.3 | 1.2 | 0.9 | 0.8 | 1.1 | 15.4 | -6.2 | 1.1 | 4.9 | 0.8
Cc1ccc(-c2cc3nc(C)cc(NCc4ccco4)n3n2)cc1 | 23.5 | 0.9 | 0.8 | 1.5 | 0.3 | -3.4 | 4.7 | 0.8 | -11.8 | 1
Cc1ccccc1NC(=S)N(Cc1ccco1)C(C)c1cccs1 (stereo not drawn) | 13.5 | 1 | 0.9 | -1.8 | 1.1 | -4.2 | 0.4 | 1 | -12.0 | 1
CC(/C=C1\SC(=O)N(CC(=O)Nc2ccc(O)cc2)C1=O)=C\c1ccccc1 | 27.7 | 0.9 | 0.7 | -3.8 | 0.9 | 4.6 | -17.2 | 1 | 24.6 | 1
COCCNC(=S)N1CCN(C(=O)C(=O)Nc2ccc(C(=O)OC)cc2)CC1 | 6.9 | 0.9 | 0.9 | 1.5 | 1.1 | -0.7 | -9.3 | 1 | -12.8 | 1
